# Source: PubChem BioAssay (The Scripps Research Institute Molecular Screening Center)
# CHRM5 antagonist: human M5 muscarinic receptor antagonists, primary screen, CHO cells, Fluo-8 calcium fluorescence; CHO-hM5 cells, ACh EC80; inhibition, % at 3 µM; hit rate 0.59% among 360,000; AID 624040, 2012;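 active means inhibition above a per-plate cutoff, the mean of that plate's test compounds plus 3 SD, cut at about 27% in these data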;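 further: 0% = acetylcholine EC80 with DMSO and 100% = DMSO without agonist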
# Target sequence (P08912 whole entry, looked up): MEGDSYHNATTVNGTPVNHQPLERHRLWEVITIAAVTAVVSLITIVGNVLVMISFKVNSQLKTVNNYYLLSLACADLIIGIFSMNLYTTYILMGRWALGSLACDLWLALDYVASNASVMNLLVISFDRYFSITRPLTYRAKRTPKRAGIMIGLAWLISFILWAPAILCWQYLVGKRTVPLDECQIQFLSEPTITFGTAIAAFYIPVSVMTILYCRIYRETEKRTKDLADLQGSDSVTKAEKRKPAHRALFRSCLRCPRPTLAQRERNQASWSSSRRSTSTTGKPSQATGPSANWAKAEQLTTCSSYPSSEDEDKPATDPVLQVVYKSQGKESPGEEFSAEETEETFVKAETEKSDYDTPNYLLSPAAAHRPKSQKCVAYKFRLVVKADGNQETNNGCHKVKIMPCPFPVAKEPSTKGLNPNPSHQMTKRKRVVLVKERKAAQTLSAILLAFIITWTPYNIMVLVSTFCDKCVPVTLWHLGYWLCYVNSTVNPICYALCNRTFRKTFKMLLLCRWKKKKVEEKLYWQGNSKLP
# CHO-K1 Ca PAM: nonselective calcium activators in parental CHO-K1 cells, primary screen, counter-screen for M1 PAM project, cell-based, Fluo-8 calcium fluorescence, full deck, 1536-well. ATP EC20; 0% at ATP EC20, 100% at ATP max. activation, % at 3 µM. hit rate 0.02% among 360,000;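 active means activation above the run cutoff, the mean activation of all test compounds plus 3 SD, cut at about 40% in these data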;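 further: peak over basal fluorescence ratio in a 140 s read after ATP addition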
# CHRM4 antagonist: human M4 muscarinic receptor antagonists, primary screen, CHO cells, Fluo-8 calcium fluorescence | inhibition, % at 3 µM | CHO-hM4 cells, ACh EC80 | Muscarinic acetylcholine receptor M4 (Homo sapiens), P08173 | hit rate 0.73% among 360,000;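 active means inhibition above its plate's cutoff, the mean inhibition of sample wells plus 3 SD, cut at about 27% in these data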;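 further: 0% = acetylcholine EC80 with DMSO and 100% = DMSO without agonist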
# Target sequence (P08173 whole entry, looked up): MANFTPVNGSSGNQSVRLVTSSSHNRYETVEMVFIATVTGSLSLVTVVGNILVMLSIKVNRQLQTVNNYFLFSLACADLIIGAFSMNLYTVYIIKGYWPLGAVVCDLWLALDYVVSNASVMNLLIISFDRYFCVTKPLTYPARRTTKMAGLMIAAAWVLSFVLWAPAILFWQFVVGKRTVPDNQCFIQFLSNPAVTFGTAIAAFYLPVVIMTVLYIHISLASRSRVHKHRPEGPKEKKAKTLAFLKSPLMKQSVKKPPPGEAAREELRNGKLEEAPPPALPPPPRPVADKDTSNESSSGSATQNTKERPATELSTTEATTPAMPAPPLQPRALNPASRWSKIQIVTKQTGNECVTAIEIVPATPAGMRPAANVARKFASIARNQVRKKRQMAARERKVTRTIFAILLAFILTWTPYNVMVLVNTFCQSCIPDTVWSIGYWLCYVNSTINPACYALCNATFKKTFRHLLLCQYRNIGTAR
# CHO-K1 Ca antag: counter-screen for M1 antagonists: effect in parental CHO-K1 cells; inhibition, % at 3 µM; ATP-induced calcium, Fluo-8 fluorescence; hit rate 0.6% among 360,000;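 active means inhibition above a per-plate cutoff, the plate's mean sample inhibition plus 3 SD, cut at about 24% in these data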;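 further: 0% = DMSO plus EC80 ATP and 100% = DMSO alone without ATP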
# CHO-K1 Ca ag: counter-screen for M1 agonists: effect in parental CHO-K1 cells | hit rate 0.48% among 360,000 | activation, % at 3 µM | Fluo-8 calcium fluorescence; scaled to maximal ATP response, vehicle zero; in the data active means activation above about 15%;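 further: untransfected CHO-K1 host cells lacking M1 receptor as counterscreen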
# M5 ag: human M5 muscarinic receptor agonists, primary screen, CHO-K1 cells, Fluo-8 calcium fluorescence; Muscarinic acetylcholine receptor M5 (Homo sapiens), P08912; CHO-K1 hM5 cells; 0% DMSO wells, 100% maximal acetylcholine response; activation, % at 3 µM; hit rate 0.19% among 360,000; AID 624037, 2012;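 active means activation above the run's mean over test compounds plus 3 SD, cut at about 23% in these data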;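 further: signal is peak over basal fluorescence ratio across the kinetic read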
# CHRM4 PAM: human M4 muscarinic receptor positive allosteric modulators, primary screen, CHO-K1 cells, Fluo-8 calcium fluorescence. Muscarinic acetylcholine receptor M4 (Homo sapiens), P08173. CHO-K1 hM4/Gqi5, ACh EC20; 0% = ACh EC20, 100% = maximal ACh. activation, % at 3 µM. hit rate 0.4% among 360,000. AID 624126, 2012;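 active means activation above its plate's cutoff, the mean activation of sample wells plus 3 SD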; further: some results filed as inactive read as strong as hits
# CHRM5 PAM: human M5 muscarinic receptor positive allosteric modulators, primary screen, CHO-K1 cells, Fluo-8 calcium fluorescence | AID 624038, 2012 | hit rate 0.3% among 360,000 | Muscarinic acetylcholine receptor M5 (Homo sapiens), P08912 | activation, % at 3 µM | CHO-K1 hM5, ACh EC20 PAM; 0% = ACh EC20, 100% = ACh EC100;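 active means activation above the run cutoff, the mean activation of all test compounds plus 3 SD, cut at about 18% in these data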
#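 Assay system – human M5 receptor in CHO-K1 cells · Read-out – % activation, ACh-normalized · Technique – Fluo-8 calcium fluorescence · Dosing – single-point, 3 µM nominal · Incubation – Fluo-8 loading 80 min at 37 °C plus 30 min room temperature · Repeats – singlicate, one well per test compound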
# M4 ag: human M4 muscarinic receptor agonists, primary screen, CHO-K1 cells, Fluo-8 calcium fluorescence. AID 624127, 2012. CHO-K1 hM4/Gqi5; vehicle 0%, full acetylcholine response 100%. hit rate 0.14% among 360,000. activation, % at 3 µM. Muscarinic acetylcholine receptor M4 (Homo sapiens), P08173;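 active means activation above the run mean over all test wells plus 3 SD, cut at about 32% in these data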;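 further: peak over basal fluorescence ratio per well then scaled between controls; 0% = DMSO wells and 100% = acetylcholine at EC100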
# * hit, by the source's call.
SMILES,CHRM5 antagonist,CHO-K1 Ca PAM,CHRM4 antagonist,CHO-K1 Ca antag,CHO-K1 Ca ag,M5 ag,CHRM4 PAM,CHRM5 PAM,M4 ag
CC1=NN(c2ccc(C(=O)O)cc2)C(=O)CC1,1,7,-5,-17,0.3,-2,8,3,0
COc1cccc(/C=C/C(=O)OCC(=O)NC2CC2)c1,3,-4,10,3,0.1,3,-1,-14,1
Cc1sc2ncnc(N(C)Cc3ccco3)c2c1C,5,18,-3,7,4.7,-3,0,-4,3
Cc1ccc(S(=O)(=O)N(C)c2ccc(OC(=O)CN3C(=O)NC4(CCCC4)C3=O)cc2)cc1C,-2,8,2,-10,10,1,-4,-4,11
Clc1ccccc1Cn1nnc2c(NCC3CC3)ncnc21,5,12,-18,-18,0.2,0,6,-6,0
COn1c(=O)c(-c2ccc(F)cc2)[n+]([O-])c2ccccc21,1,10,4,14,-0.5,-2,3,-1,0
Cc1cccc(NC(=O)CCC(=O)Nc2nnc(C(F)(F)F)s2)c1,18,-29,-6,17,0.6,-1,6,-9,2
O=C1COc2ccc(S(=O)(=O)Nc3ccc(OC(F)(F)F)cc3)cc2N1,5,-2,-2,-2,5.0,7,-5,3,7
O=[N+]([O-])c1ccc(N2CCOCC2)c([N+](=O)[O-])c1,13,13,5,-15,1.1,2,-1,-3,1
C=CCc1cccc2cc(C(=O)NCCOC)c(=O)oc12,11,15,-10,-6,0.2,-4,-2,-2,1
COc1cc(CNC(C)c2ccccc2)cc(Cl)c1OCC(=O)Nc1ccccc1 (stereo unspecified),-1,13,-1,-12,4.0,0,-11,3,7
CCN(c1ccccc1)S(=O)(=O)c1ccc(NC(=O)c2nc(S(C)(=O)=O)ncc2Cl)cc1,29*,-9,75*,18,6.4,3,-15,-13,36*
O=c1cnnc(Nc2ccc(Cl)c(C(F)(F)F)c2)[nH]1,-21,-15,-7,17,-1.0,2,2,4,1
CN(c1ccccc1)c1ccc(/C=N/NC(=O)CC#N)cc1,8,19,6,-11,0.7,-6,-4,-5,1
Oc1ccccc1N=Nc1nc(-c2ccccc2)c(-c2ccccc2)[nH]1,1,18,11,-2,1.4,-3,-6,-7,-1
O=C(CCN1C(=O)/C(=C/c2cccs2)SC1=S)Nc1ccc(C(=O)O)c(O)c1,2,22,-9,-11,1.1,-5,13,6,0
COc1ccccc1/C=C/C=N/n1c(-c2ccncc2)n[nH]c1=S,3,25,-6,-8,2.9,3,0,-1,1
CC1(C(=O)Nc2cccc(C(F)(F)F)c2)Cc2c(-c3cccc(C(N)=O)c3)ccnc2O1 (stereo unspecified),10,-17,-9,4,1.9,4,-4,-11,9
CN(C)C1=NCCN1CCCCc1ccccc1,17,20,4,-6,0.1,-13,-6,-12,-1
N#CC1=C(N)OC(c2ccccc2)=C(C#N)C1c1ccc2c(c1)OCO2 (stereo unspecified),6,-21,4,-1,0.2,2,4,-13,3
CCCNC(=O)C1(C)CCCN(C(=O)Cc2ccc3ccccc3c2)C1 (stereo unspecified),5,30,-7,-13,5.2,1,4,-1,3
CCCOc1ccccc1/C=C1/C(=O)ON=C1C,4,10,1,-14,2.1,-1,3,0,2
COc1cc2nc(/C=C/c3cc(OC)c(OC)c(OC)c3)sc2cc1SC,-1,15,-22,-4,2.1,-3,2,-3,6
COc1ccc(-c2csc3ncnc(N4CCN(S(=O)(=O)c5cccc(F)c5)CC4)c23)cc1,2,-19,-2,9,0.3,2,6,2,0
O=c1c(-c2ccc3c(c2)OCCO3)coc2cc(OC3OC(CO)C(O)C(O)C3O)ccc12 (stereo unspecified),1,12,-4,2,13,1,1,4,1
Cc1ccc2nc(-c3ccc(NC(=O)CSc4nc(N)cc(=O)[nH]4)cc3)sc2c1,-8,18,8,-17,1.0,8,0,4,0
O=C(NCCCN1CCCCC1)c1ccc2c(c1)NC(=O)C(N1CCOCC1)S2 (stereo unspecified),-4,19,-11,-8,0.6,-3,4,0,0
Cc1ccc(-c2csc(C(O)c3ccc(F)c(F)c3)n2)cc1C (stereo unspecified),-2,-6,-15,-5,0.5,1,12,-6,2
COC(=O)c1c(NC(=O)CSc2nc3nc(C)cc(C)n3n2)sc(C)c1C,2,19,-7,-7,0.9,-2,6,1,2
CC(C)(C)c1nc2ccccc2c(=O)n1N1C(=O)c2ccccc2C1=O,-12,4,-2,-2,-0.2,-2,-3,5,0
COC(=O)c1ccc(CSc2nnc3c(n2)[nH]c2ccccc23)cc1,0,5,3,-2,1.6,-3,1,4,1
Cc1ccc2oc(=O)c3cc(C(=O)NCCCN4CC(C)CC(C)C4)sc3c2c1 (stereo unspecified),1,-8,-5,-11,0.1,-3,-12,3,1
COc1cc(OC)c2c(OC)cccc2n1,-3,19,-6,-4,-0.8,-1,3,2,-1
COc1cccc(-c2noc(CCCC(=O)NC3CCCC3)n2)c1,-5,-26,5,0,4.5,4,3,-2,7
COC(=O)c1[nH]c2ccccc2c1NC(=O)CN1CCN(Cc2ccc3c(c2)OCO3)CC1,-2,-7,-3,9,1.3,-3,-7,-3,7
COc1ccc(OC)c(N(CC(=O)NCc2ccccc2)S(=O)(=O)c2ccc(OC)c(OC)c2)c1,2,6,-11,-12,8.9,2,-5,-11,18
CCC(C)(C)NC(=O)CN(C(=O)c1snc(C(N)=O)c1N)c1ccc2c(c1)OCCO2,-7,3,-10,-14,2.5,3,-4,-5,6
CCn1c(NN)nc2sc3c(c2c1=O)CCC3,0,7,6,-6,-0.6,-1,1,1,-1
NS(=O)(=O)c1ccc(NC(=O)CSc2nnc3n2CCCCC3)cc1,11,-14,2,4,0.2,-1,4,-2,1
CCCn1c(N)c(C(=O)CSc2nnc(-c3cccs3)n2C2CC2)c(=O)[nH]c1=O,7,3,2,-12,0.8,-2,1,1,1

# Molecules from the list above with a cyano group, in the order listed:
SMILES,CHRM5 antagonist,CHO-K1 Ca PAM,CHRM4 antagonist,CHO-K1 Ca antag,CHO-K1 Ca ag,M5 ag,CHRM4 PAM,CHRM5 PAM,M4 ag
CN(c1ccccc1)c1ccc(/C=N/NC(=O)CC#N)cc1,8,19,6,-11,0.7,-6,-4,-5,1
N#CC1=C(N)OC(c2ccccc2)=C(C#N)C1c1ccc2c(c1)OCO2 (stereo unspecified),6,-21,4,-1,0.2,2,4,-13,3

# (more compounds)
SMILES,CHRM5 antagonist,CHO-K1 Ca PAM,CHRM4 antagonist,CHO-K1 Ca antag,CHO-K1 Ca ag,M5 ag,CHRM4 PAM,CHRM5 PAM,M4 ag
Cc1c(Cl)cccc1NC(=O)COC(=O)CN1C(=O)NC(C)(C)C1=O,8,18,-2,-20,0.8,-2,1,0,2
Cn1c(CC(=O)Nc2ccccc2F)nnc1SCC(=O)NC1CCCCC1,4,10,1,-15,0.9,-2,-2,1,0
CN(CC(=O)Nc1ccc(Cl)c(Cl)c1)C(=O)CNC(=O)C1CCCCC1,0,-15,-6,-8,0.6,3,5,-2,2
COc1ccc(CC(=O)Nc2cccc(-c3nnc(-c4ccc(C)cc4)o3)c2)cc1OC,-3,9,2,6,2.5,4,-10,-5,6
COc1ccc(NC(C#N)c2ccc(OC)cc2)cc1 (stereo unspecified),-1,20,-3,-12,1.3,1,13,2,1
Cc1ccc(/C=N/n2c(-c3ccncc3)n[nH]c2=S)o1,1,13,11,-6,-0.3,0,6,1,0
CCN(CC)S(=O)(=O)c1ccc(-c2csc(C)n2)s1,7,-5,6,10,0.4,-3,-10,-1,2
CC(C)C(=O)Nc1ccccc1N1CCN(S(C)(=O)=O)CC1,-2,8,14,-3,-0.2,1,5,2,-1
CCC(C)NC(=O)C1CCCCN1S(=O)(=O)c1ccc(F)cc1 (stereo unspecified),-5,-12,-15,20,-0.7,-1,9,-2,0
CCCCNC(=O)Nc1cnn(CC)c1C(N)=O,-11,13,-5,-15,-0.2,-1,4,4,0
O=C(c1cnn2c(C(F)F)cc(-c3ccccc3)nc12)N1CCc2ccccc2C1,-10,19,-18,-15,1.0,-7,9,4,3
O=c1[nH]nc(SCc2ccccc2)c(=O)[nH]1,4,9,12,-6,0.7,-1,4,-2,2
COc1ccc(CN(CCCn2cnc3c(OC)ncnc32)CCCn2cnc3c(OC)ncnc32)cc1,2,16,1,-12,0.3,-1,3,1,0
CCOc1ccc2c(c1)c(N=NC(=N)N)c(O)n2C,-7,12,5,-4,-0.4,-2,-2,1,0
CCOc1ccc(CNC(=O)CCn2c(=O)oc3ccccc32)cc1OC,7,17,-1,-8,0.2,-1,17,-6,1
COc1ccc(/C=C2\CC/C(=C\c3ccc(OC)cc3OC)C2=O)c(OC)c1,17,15,-3,-4,3.3,7,-5,-3,2
Cc1ccc(C)c(C(C)NC(=O)c2ccccc2Br)c1 (stereo unspecified),-5,12,-1,-6,0.1,-7,-1,0,-1
CS(=O)(=O)Nc1ccc(S(=O)(=O)NCCc2ccccc2)cc1,-3,15,3,-21,4.5,5,-5,-5,5
CSCCC(NC(=O)c1ccc([N+](=O)[O-])cc1Cl)C(=O)OC(C)C(=O)NCc1ccco1 (stereo unspecified),-12,5,-6,-5,0.8,-4,17,10,1
O=C1C=C(N2CCN(c3ccccn3)CC2)C(=O)c2c(O)ccc(O)c21,-5,-11,-2,-3,0.1,9,-4,-7,6
O=C(O)C1CC=C(Cl)CC1C(=O)NCc1ccccc1 (stereo unspecified),-4,4,1,0,0.1,-1,0,-3,0
Cc1ccc(NC(=O)CSc2nc(C)c(Cc3ccccc3)c(=O)[nH]2)cc1C,5,19,1,-24,1.4,-2,4,-1,1
O=C(c1ccccc1)c1cccn1CC(=O)N1CCN(c2ccc(F)cc2)CC1,2,13,-4,-3,0.1,1,-6,-3,3
Cc1ccc(C(=O)OC(C)C(=O)NC(C)CCc2ccccc2)o1 (stereo unspecified),2,2,-3,-10,0.1,-3,2,-1,0
CC(C)Oc1cccc(C(=O)Nc2ncn[nH]2)c1,7,28,-16,-13,0.4,-13,4,9,2
Cc1cccc2cc(CN(Cc3ccco3)C(c3nnnn3CCc3ccccc3)C(C)C)c(=O)[nH]c12 (stereo unspecified),7,20,-5,-9,1.2,2,10,3,0
COC(=O)c1cc2c(ccc3ccccc32)oc1=O,10,16,3,-9,0.6,-1,-5,-3,0
COc1ccccc1Cn1c(=O)c2ccccc2n2c(SCc3csc(C)n3)nnc12,7,23,1,-23,3.6,2,-1,-7,9
COc1ccc2c(c1)Sc1ccccc1N2CCN(C)C,14,20,23,-5,1.3,-8,-15,-20,4
C#CC[N+]1(CC#Cc2ccc(C#CC[N+]3(CC#C)CCOCC3)cc2)CCOCC1,-6,-3,2,11,0.1,-12,-7,-1,1
COc1ccccc1CCNC(=O)C(=O)NCC1OCCN1S(=O)(=O)c1cc(F)ccc1F (stereo unspecified),-5,-3,-3,20,1.8,2,0,3,4
